Source: PubChem BioAssay (NCI)
yeast mec2-1 = NCI yeast anticancer drug screen, S. cerevisiae mec2-1 strain; % growth inhibition at 50 µM; 79,000 compounds, 9% hits;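 further: 0% = growth of vehicle-only cultures of the same strain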
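Cells of the genetically defined mec2-1 yeast strain are incubated with test compound. Inhibition of growth is calculated against vehicle-treated controls.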
sgs1 mgt1 = NCI yeast anticancer drug screen, S. cerevisiae sgs1 mgt1 strain; % growth inhibition at 50 µM; 78,000 compounds, 10% hits;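 further: 0% = growth of vehicle-only cultures of the same strain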
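Growth of a repair-deficient yeast mutant was monitored after compound treatment and expressed as inhibition relative to vehicle-treated cultures.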
bub3 = NCI yeast anticancer drug screen, S. cerevisiae bub3 mutant strain; % growth inhibition at 50 µM; 78,000 compounds, 9.9% hits; AID 167, 2004;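 further: 0% = growth of vehicle-only cultures of the same strain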
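Yeast carrying a defined mutation is treated with each compound, and growth is compared with that of vehicle-exposed cells to give inhibition.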
cln2 rad14 = NCI yeast anticancer drug screen, S. cerevisiae cln2 rad14 strain; growth inhibition, % at 50 µM; 78,000 compounds, 8.3% hits;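 further: 0% = growth of vehicle-only cultures of the same strain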
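Yeast carrying cln2 and rad14 alterations (cell cycle control and DNA damage repair) were exposed to compounds. Growth inhibition was measured against vehicle-treated controls.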
yeast rad50 = NCI yeast anticancer drug screen, S. cerevisiae rad50 strain; growth inhibition, % at 50 µM; 79,000 compounds, 10% hits; AID 155, 2004;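 further: 0% = growth of vehicle-only cultures of the same strain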
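Cells are treated with compound, grown, and their growth is then scored against vehicle-only cultures of the same repair-deficient yeast strain.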
mlh1 rad18 = NCI yeast anticancer drug screen, S. cerevisiae mlh1 rad18 strain; % growth inhibition at 50 µM; 79,000 compounds, 11% hits; AID 175, 2004;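 further: 0% = growth of vehicle-only cultures of the same strain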
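Genetically defined yeast (DNA repair-deficient) exposed to compounds; growth inhibition determined relative to vehicle.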
An asterisk follows results filed as active; & = joins results of further samples; ! = not confirmed by another sample. No stated cut-off is given here; in the data, active means growth inhibition above about 70%; inactive means the rest. Random draw from the library. Share with any hit: about 13%.

SMILES	yeast mec2-1	sgs1 mgt1	bub3	cln2 rad14	yeast rad50	mlh1 rad18
CCOc1cc2c(cc1O)C(O)C[C@@H]1[C@@H]2CC[C@]2(C)[C@@H](O)CC[C@@H]12 (some centres undefined)	-8	23	24	12	15	25
O=C(O)c1ccc(C(=O)O)c(C(=O)O)c1.[NH-]C1CCCCC1[NH-].[Pd+2]	5	8	4	11	11	10
COc1ccc(Cc2cncc3c(O)c(OC)ccc23)cc1O	69	39	86*	60	80*	89*
CS(=O)(=O)OC1Cc2ccccc2C1	0	-2	-5	-6	13	10
Nc1nc(N)c(Nc2ccc(Cl)cc2)c(Cl)n1	29	66	41	35	50	50
CN(C)c1ccc(C(C#N)(c2ccccc2)c2ccc(N(C)C)cc2)cc1	96*	94*	97*	60	39	44
NC(N)=NCCC(=O)c1cnc(N)[nH]1	13	15	17	16	14	10
CC(Cc1cccc2ccccc12)C(C)C(=O)O (centres undefined)	-29	8	-20	-28	-8	-12
C1CSCCSCCCSCCSCCCSCCSCCCSCCSC1	21	46	21	13	21	45
COc1ccc(C2OC3=C(Nc4ccc(Cl)cc4N3)C2=O)cc1 (centres undefined)	0	7	-9	9	-2	15
CC(CC(=O)O)CC(=O)O	5	-12	15	5	5	-1
COc1ccc(N=Nc2c(C)c(C#N)c(=S)n(C3OC(CO)C(O)C(O)C3O)c2-c2ccccc2)cc1 (centres undefined)	3	20	12	11	1	24
NC(=O)c1nc2ccccc2nc1Nc1ccc(Cl)cc1Cl	10	8	13	-1	29	23
CC1(C)CC(=O)C(C=NC(=S)C(N)=S)=C(O)C1	74*	36	6	10	16	45
OC(C/C(CNNc1ccccc1)=N/Nc1ccccc1)(C(F)(F)F)C(F)(F)F	84*	69	75*	55	71*	89*
CC(Nc1ccc(Cl)cc1)c1ccncc1 (centres undefined)	27	24	35	0	-2	27
CC(=O)C(CCN(C)C)(c1ccccc1)C1CCCCC1 (centres undefined)	-15	-3	-10	-7	-12	-4
c1cc2nnc1SCCCSc1ccc(nn1)SCCCSc1ccc(nn1)SCCCS2	-9	-11	-33	-5	-14	-11
CNC(=O)c1ccccc1C(c1ccccc1)C1(O)CCCCC1 (centres undefined)	9	24	12	9	16	-1
CCCCN(CCCC)CC(O)c1cccc2c1cc(Cl)c1ccccc12 (centres undefined)	100*	100*	98*	99*	99*	99*
Cc1cc2c(c3nocc13)C(=O)c1ccccc1C2=O	-3	4	-12	24	-25	30
O=[N+]([O-])/C(Cl)=C(\Nc1ccccc1)C(Cl)=C(Cl)Cl	92*	89*	90*	91*	88*	85*
Nc1ccc(C(=O)/C=C/c2ccccc2O)cc1	28	-9	-16	2	-22	-1
O=C1c2ccccc2C(=O)N1OCCCCON1C(=O)c2ccccc2C1=O	0	-20	1	15	11	-2
NC(=O)NC1CCCCCCC1	-15	1	5	-7	6	0

Single entries from the results shown:
O=[N+]([O-])/C(Cl)=C(\Nc1ccccc1)C(Cl)=C(Cl)Cl in sgs1 mgt1 → 89*
c1cc2nnc1SCCCSc1ccc(nn1)SCCCSc1ccc(nn1)SCCCS2 in mlh1 rad18 → -11

Part of the list above, reduced to cln2 rad14 and yeast rad50:
SMILES	cln2 rad14	yeast rad50
CCCCN(CCCC)CC(O)c1cccc2c1cc(Cl)c1ccccc12 (centres undefined)	99*	99*
Cc1cc2c(c3nocc13)C(=O)c1ccccc1C2=O	24	-25
O=[N+]([O-])/C(Cl)=C(\Nc1ccccc1)C(Cl)=C(Cl)Cl	91*	88*

Back to the main list, starting 5 compounds before the break.
SMILES	yeast mec2-1	sgs1 mgt1	bub3	cln2 rad14	yeast rad50	mlh1 rad18
Cc1cc2c(c3nocc13)C(=O)c1ccccc1C2=O	-3	4	-12	24	-25	30
O=[N+]([O-])/C(Cl)=C(\Nc1ccccc1)C(Cl)=C(Cl)Cl	92*	89*	90*	91*	88*	85*
Nc1ccc(C(=O)/C=C/c2ccccc2O)cc1	28	-9	-16	2	-22	-1
O=C1c2ccccc2C(=O)N1OCCCCON1C(=O)c2ccccc2C1=O	0	-20	1	15	11	-2
NC(=O)NC1CCCCCCC1	-15	1	5	-7	6	0
O=c1[nH]nc(-c2ccccc2)n1-c1cccc([N+](=O)[O-])c1	-8	-11	4	-20	-2	25
COc1cc(C)nc2ccc(C(=O)c3ccccc3)cc12	6	32	10	18	31	48
CC(N)CNCC(C)N (centres undefined)	-23	29	5	13	20	25
CC(=O)n1cc(/C=C2\N=C(c3ccc([N+](=O)[O-])cc3)OC2=O)c2ccccc21	17	4	1	2	9	6
CCCCCC1OCC(C)(C)CO1	-2	-5	-3	-9	4	-10
COC1OC(C(COC(C)=O)OC(C)=O)C(OC(C)=O)C(OC(C)=O)C1OC(C)=O (centres undefined)	2	4	52	-46	14	-15
O=C(Nc1cccc(C(F)(F)F)c1)C12CC3CC(CC(C3)C1)C2	3	-5	2	17	29	4
O=C1CCC(=O)N2CCCCN12	-12	11	22	19	-5	13
O=C(O)c1cc(-c2ccc3c(c2)Nc2ccccc2S3)nc2ccc(F)cc12	99*	99*	98*	99*	99*	99*
COc1cc(OC)cc(N(C)Cc2cnc3nc(N)nc(N)c3c2C)c1	12	16	12	11	1	-3
CCCS(=O)(=O)N1CCC(C)CC1	-21	6	-9	-9	6	2
CC(C)(C#CCOC(=O)c1ccc([N+](=O)[O-])cc1)OC(=O)c1ccc([N+](=O)[O-])cc1	-4	18	2	32	9	5
CCOC(=O)C1CC1c1ccc(OC)cc1 (centres undefined)	-41	-2	-10	-17	-3	-3
O=C1NC(Cc2ccccc2)C(=O)N2CCCC12 (centres undefined)	-7	-12	-1	-18	3	3
O=C(O)CN(CCO)CCN(CC(=O)O)CC(=O)O.[Fe+2]	-32	-18	-14	19	6	2
CN1C(=O)c2ccc3ccccc3c2C1=O	42	43	49	33	85*	23
CC1=CC(=O)OC(C)(C)O1	-3	3	0	-6	5	24
CCC(=O)c1cc(O)ccc1O	-9	-10	-5	6	-11	-4
CC/C=N/Nc1cn[nH]c(=O)c1Cl	0	10	-8	5	-1	-15
COC(=O)c1c2c(cc3c1CC1(Cc4cc5c(c(C=O)c4C1)CCC5)C3)CCC2 (centres undefined)	-23	8	14	2	-51	5
CCC(CCC(=O)O)C(=O)O (centres undefined)	1	-12	-9	2	1	15
CC1(C)OC(=O)C(=Cc2ccc[nH]2)C(=O)O1	-1	36	26	13	9	23
N#C/C(=C\c1ccco1)C(=O)Nc1ccc(Br)cc1	-4	2	9	-36	28	24
CN1Cc2ccccc2C1	-4	2	17	10	1	6
O=C(O)/C=C/c1ccc(C(NC(=O)N2C(=O)C=CC2=O)NC(=O)N2C(=O)C=CC2=O)cc1	16	42	13	16	38	19

The results go on:
SMILES	yeast mec2-1	sgs1 mgt1	bub3	cln2 rad14	yeast rad50	mlh1 rad18
CCOC(=O)c1c(SCCN2CCCCC2)n(-c2ccccc2)c(=S)n(-c2ccccc2)c1=O	7	40	64	13	21	56
COc1ccc2c(c1)C(=O)/C(=N/O)CC2(C)C	7	15	1	3	18	-19
CN(C)CCCC#N	-9	13	4	0	43	16
CCOC(=O)c1ccc(OC(=O)Nc2ccccc2)cc1	6	1	-3	-12	-2	-28
C(#CC[P+](c1ccccc1)(c1ccccc1)c1ccccc1)C[P+](c1ccccc1)(c1ccccc1)c1ccccc1	-16	0	-5	4	-24	-10
NC(=S)N/N=C/C1=C(Cl)c2ccccc2C1	6	1	-3	-4	7	13
CCCn1c(CC)nc([N+](=O)[O-])c1Sc1ncn[nH]1	-23	-7	-6	9	-15	-12
CC1(C)CC(C(=O)O)C(C)(C)N1O (centres undefined)	-4	4	2	1	7	10
Cc1ccc(S(=O)(=O)CC(=O)NC(N)=O)cc1	-1	-5	-1	-2	-5	-7
CCCCCCCCCCCCN1CCCN(CCCCCCCCCCCC)CC1	99*	7	99*	97*	57	99*
CSC1=Nc2ccccc2N=C(c2ccccc2)C1	-11	52	45	9	42	23
C=Cc1ccccc1NC(C(=O)O)c1ccccc1 (centres undefined)	-5	-1	7	19	19	1
C=C(C)Cc1cc(C(CC)C(CC)c2ccc(O)c(CC(=C)C)c2)ccc1O (centres undefined)	20	47	6	34	19	46
CCNC(=O)CCN(C(=O)O)S(=O)(=O)c1ccc(NC(=O)c2ccccc2)cc1	-15	-3	-9	0	-23	-14
ClNc1nc(NCl)nc(NCl)n1	-26	-5	-10	2	-18	-19
COc1ccc(/C=C/C(=O)c2cc(C(=O)O)c(OC)cc2OC)cc1OC	-6	22	18	14	4	-21
CN(C)c1ccccc1CN1CCCN(Cc2ccccc2N(C)C)C1	50	75*	2	4	70	63
COCOc1ccc(Cn2c(=O)n(C)c(=O)c3c2ncn3C)cc1[N+](=O)[O-]	-60	-63	-24	2	-34	-44
Cc1ccc(C(=O)c2ccccc2Cc2ccc3ccccc3c2)cc1	1	6	61	1	14	0
Cc1ccc2[nH]c(=O)c(-c3cnc(=O)[nH]n3)c(O)c2c1	20	36	-7	19	35	36
CC1OC(Cc2ccccc2)OC1C (centres undefined)	14	17	13	0	12	10
COc1ccc2c(c1)CCCN2C(=N)c1ccc([N+](=O)[O-])cc1	-4	-10	23	-53	-24	-12
CC(NC(=O)C(Cc1cnc[nH]1)NC(=O)OCc1ccccc1)C(=O)O (centres undefined)	-5	-2	7	18	14	5
COc1c2c(c(Cc3c4c(c(OC)c5c3OCO5)OC(C)C4)c3c1OCO3)CC(C)O2 (centres undefined)	2	6	-10	6	24	-7
CCCCC(=O)OC1=C(Br)C(=O)c2ccccc2C1=O	63	81*	14	-12	96*	75*
CC(C)(O)C(I)C[n+]1ccccc1 (centres undefined)	-3&42	-29&50	1&40	-7&5	-8&39	-7&47
CCOC(=O)/C(=C\c1ccc(Cl)cc1)C(C)=O	95*	93*	92*	92*	93*	92*
O=c1ccn(C2CC(O)C(COC(c3ccccc3)(c3ccccc3)c3ccccc3)O2)c(=O)[nH]1 (centres undefined)	98*!	53&43	99*!	98*!	40&50	52&42
O=C1CCCCC1=C(I)I	67	69	74*	40	56	72*
C[C@H](CCC1=NCCN1)[C@H]1CC[C@H]2[C@@H]3CC[C@@H]4C[C@H](O)CC[C@]4(C)[C@H]3CC[C@]12C	93*	91*	91*	92*	92*	91*

Rewritten field by field: entries from further up.
NC(=S)N/N=C/C1=C(Cl)c2ccccc2C1
  yeast mec2-1 = 6
  sgs1 mgt1 = 1
  bub3 = -3
  cln2 rad14 = -4
  yeast rad50 = 7
  mlh1 rad18 = 13

CN(C)CCCC#N
  yeast mec2-1 = -9
  sgs1 mgt1 = 13
  bub3 = 4
  cln2 rad14 = 0
  yeast rad50 = 43
  mlh1 rad18 = 16
